RAD52 anneal inh = RAD52 DNA annealing inhibitors, primary screen, biochemical, FRET, single point, set 2; DNA repair protein RAD52 homolog (Homo sapiens), P43351; recombinant RAD52 DNA annealing, FRET fluorescence; inhibition, % at 18.7 µM; 360,000 tested, 0.46% active;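 active = every replicate showing at least 50% inhibition; inconclusive = mean inhibition at least 50% but not in every replicate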
INS-1E GSIS act = GLuc luminescence reporter in INS-1E cells, primary screen for activators of glucose-dependent secretion of insulin; INS-1E GLuc reporter insulin secretion, 2-3 h; activation, % at 16.6 µM; 370,000 tested, 0.61% active;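 active = lowest replicate activation of at least 40%, so every replicate reaches that level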;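 also: 0% = median of neutral control wells and 100% = median of IBMX positive control wells; some compounds called inactive have numbers as strong as hits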
RAD54 inh = inhibitors of human RAD54 branch migration, primary screen, biochemical, fluorescence, single point; DNA repair and recombination protein RAD54-like (Homo sapiens), Q92698; RAD54 Holliday junction branch migration, FAM/BHQ fluorescence; inhibition, % at 10.4 µM; 360,000 tested, 0.14% active; AID 602329, 2012;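 active = mean normalized replicate activity at least 40 and at least half of replicates scoring 40 or more; inconclusive = only one of the two criteria met; inactive = mean below 40 and under half of replicates reaching 40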;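 also: 0% = median of neutral control wells and 100% = median of positive control wells; inhibitors cause a drop in the FAM fluorescence signal; in these data hits start at about 50%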
E-selectin induc = E-selectin induction in HUVECs, primary screen, imaging, HUVEC, immunofluorescence imaging, single point. P16581. normalized: neutral wells 0, TNF-alpha wells 100. activation, % at 7.58 µM. 260,000 tested, 0.37% active. AID 686992, 2013;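 active = mean E-selectin-positive cell signal at least 10% of the positive control, reached in at least 60% of replicates, without over 20% cell loss; inconclusive = no rule given, readout overlaps actives, possibly toxicity-flagged; inactive = the rest, including those meeting only one limit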;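 also: in these data hits start at about 27%; measured in HUVEC primary endothelial cells; signal is the percent of cells scored E-selectin positive by PE staining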
Target sequence (P16581 whole entry, looked up): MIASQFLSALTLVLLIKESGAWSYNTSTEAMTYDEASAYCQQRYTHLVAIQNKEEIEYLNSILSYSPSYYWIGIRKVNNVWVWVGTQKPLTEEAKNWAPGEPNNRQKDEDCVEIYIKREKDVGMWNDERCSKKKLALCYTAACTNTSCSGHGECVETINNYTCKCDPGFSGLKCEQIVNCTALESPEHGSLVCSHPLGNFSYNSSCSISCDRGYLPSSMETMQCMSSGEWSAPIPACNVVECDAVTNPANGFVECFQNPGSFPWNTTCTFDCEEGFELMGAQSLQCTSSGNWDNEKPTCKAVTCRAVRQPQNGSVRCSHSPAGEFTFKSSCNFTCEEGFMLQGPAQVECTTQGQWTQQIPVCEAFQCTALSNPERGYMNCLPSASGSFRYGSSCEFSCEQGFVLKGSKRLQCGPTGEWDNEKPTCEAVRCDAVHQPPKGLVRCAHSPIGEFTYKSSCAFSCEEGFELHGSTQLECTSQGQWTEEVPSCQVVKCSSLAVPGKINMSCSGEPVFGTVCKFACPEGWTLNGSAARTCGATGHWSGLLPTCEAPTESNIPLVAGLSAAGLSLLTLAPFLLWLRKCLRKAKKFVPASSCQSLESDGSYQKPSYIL
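assay system = HUVEC, human umbilical vein endothelial cells | input = 3,000 HUVEC seeded per well | medium = EGM-2 growth medium on 0.1% gelatin-coated wells | dosing = one compound dose added by pin transfer | signal = immunofluorescence imaging | read-out basis = % PE-positive cells | control set = TNF-alpha, DMSO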
CASP6 VEID inh = human caspase-6 inhibitors, primary screen, biochemical, VEID-R110 fluorescence, single point, set 2; P55212; purified caspase-6, Z-VEID-R110 cleavage fluorescence; inhibition, % at 12.5 µM; 350,000 tested, 0.53% active;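 active = mean inhibition across replicates at least about 35%, with every replicate also reaching that limit, limit read from the data; inconclusive = only one of the two criteria met; inactive = neither criterion met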;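 also: 0% = median of neutral control wells and 100% = no fluorescence left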
Target sequence (P55212 24-179 limits assumed): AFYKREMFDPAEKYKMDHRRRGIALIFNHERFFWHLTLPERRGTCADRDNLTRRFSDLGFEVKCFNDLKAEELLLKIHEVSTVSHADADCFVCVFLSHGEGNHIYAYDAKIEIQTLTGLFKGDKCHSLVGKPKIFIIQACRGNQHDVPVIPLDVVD
Target sequence (P55212 194-293 limits assumed): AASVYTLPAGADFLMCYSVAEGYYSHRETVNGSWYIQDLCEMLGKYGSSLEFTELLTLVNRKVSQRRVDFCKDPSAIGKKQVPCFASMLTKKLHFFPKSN
F508del corr = F508del CFTR correction, initial screen, CFBE line, single point. CFBE cells, YFP halide quenching; stimulated with forskolin plus potentiator P3; % fluorescence drop versus neutral controls. 350,000 tested, 0.36% active. activity (quench increase), % at 7.58 µM;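 active = mean added fluorescence quench of at least 8% versus neutral control, with both replicates also reaching 8%; inconclusive = only one of the mean or replicate conditions met; inactive = mean below 8% and not both replicates reaching 8%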;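 also: cells transiently co-express mutant CFTR-F508del with the halide-sensitive YFP; corrector assay measuring rescue of mutant channel to the surface after 24 h compound exposure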
DENV2 CPE = inhibitors of DENV2 cytopathic effect, primary screen, cell-based, plate reader, single concentration. CPE inhibition, % at 9.99 µM. AID 651640, 2012. DENV2-infected cells, cytopathic effect rescue. 350,000 tested, 1.7% active; in the data active = CPE inhibition above about 20%, passing the limit was not always enough; inconclusive = no clear call, values can overlap the other calls; tested in BHK-21 cells;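 also: 0% = median of neutral control wells and 100% = median of positive control wells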
XiGFP reactiv = activators of inactive X chromosome reactivation, primary screen, imaging, XiGFP fibroblasts, GFP high-content imaging, set 2; XiGFP mouse fibroblasts, % GFP-positive cells imaging, 3 d; cells co-treated with 5-aza-dC sensitizer; scaled so ellipticine positive control = 100%; activation, % at 7.58 µM; 360,000 tested, 0.055% active; AID 743238, 2013;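 active = mean normalized replicate activation at least 10% and every replicate at or above 10%; inconclusive = only one of the two criteria met; inactive = mean below 10% and not all replicates reach 10%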;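 also: 0% = median of on-plate neutral control wells and 100% = ellipticine 6 µM median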
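Schedule: 3 d treatment, 15 min room-temperature fixation; system: 68-5-11 XiGFP fibroblast line; buffer or medium: DMEM plus 5-aza-dC sensitizer; control set: ellipticine 6 µM positive control; compound: one concentration, pinned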
* marks the source's active call; other numbers are inactive results; ? = inconclusive; nt = not tested or not shown; & = joins results of further samples.

compound	RAD52 anneal inh	INS-1E GSIS act	RAD54 inh	E-selectin induc	CASP6 VEID inh	F508del corr	DENV2 CPE	XiGFP reactiv
CCC(=O)N1CC2(CCN(Cc3ccc(Cl)cc3)CC2)c2c([nH]c3cc(OC)ccc23)[C@@H]1CO	nt	-10	nt	-0.5	nt	-0.4	-9	0.2
Cc1noc(C)c1NC(=O)Nc1ccc2c(c1)C(=O)N([C@H](C)CO)C[C@H](C)[C@@H](CN(C)Cc1ccc3c(c1)OCO3)O2	-4	15	3	nt	0	-0.2	?	0.1
CCN(CC(=O)NCc1cccs1)C(=O)c1ccccc1F	-1	2	nt	nt	-1	2.4	7	0.1
O=C(OC(C(=O)c1c[nH]c2ccccc12)c1ccccc1)c1cnccn1 (configuration not stated)	-20	-10	-3	-0.4	-3	0.6	4	0.2
Cc1coc2cc3oc(=O)ccc3cc12	-3	-5	4	0.1	0	1.6	9	-0.1
CC(C)C[C@@H](C(=O)NCC1CCCO1)N1C(=O)N2CCc3c([nH]c4ccccc34)[C@@]2(C)C1=O (some centres not stated)	-10	nt	2	nt	3	1.0	-4	nt
Cc1cc(Br)ccc1NC(=O)C1CSC2(C)CCC(=O)N12 (configuration not stated)	-3	5	-7	nt	2	-2.0	-7	0.3
O=C(N[C@@H]1CC[C@@H](CCNS(=O)(=O)Cc2ccccc2)O[C@@H]1CO)c1ccccc1F	-4	1	3	-0.4	0	0.5	-3	-0.1
COCC#Cc1ccc([C@@H]2[C@@H](CO)N3CCCCN(C(=O)CN(C)C)C[C@@H]23)cc1	-10	4	8	-0.3	-1	1.5	5	0.3
C[C@@H]1CN([C@@H](C)CO)C(=O)c2cc(NS(=O)(=O)c3cn(C)cn3)ccc2O[C@@H](C)CCCCO[C@@H]1CN(C)S(=O)(=O)c1cn(C)cn1	2	22	-2	-0.2	0	-3.9	9	0.2
NC(=O)C1CCN(CC(=O)Nc2ccccc2N2CCOCC2)CC1	-2	-5	-2	0.4	0	0.4	-3	0.0
C[C@@H]1CN([C@H](C)CO)C(=O)Cc2cc(NS(=O)(=O)c3ccc(F)cc3)ccc2O[C@@H]1CN(C)C(=O)Nc1cccc2ccccc12	-7	9	-24	0.2	-1	1.0	8	1.0
COc1ccc(C(C(=O)NC2CCCC2)N(CCO)C(=O)Cn2nnc(-c3ccc(C)o3)n2)cc1 (configuration not stated)	-2	-3	-4	nt	-2	-1.0	1	0.0
CC1(C)NC(=O)N(CC(=O)Nc2ccc(-n3cnnn3)cc2)C1=O	1	-8	-5	-0.2	-2	-0.5	-1	0.0
CC#CC(=O)N1CCC(n2nccc2NC(=O)c2ccc3c(c2)OCO3)CC1	-12	-6	6	0.1	0	0.3	nt	0.0
O=C(Cn1c(-c2cncs2)nc2ccccc21)NC1CCCC1	-9	10	5	nt	1	nt	nt	nt
C[C@@H]1CN([C@@H](C)CO)C(=O)Cc2cc(NC(=O)CCCCCC(=O)Nc3ccccc3N)ccc2O[C@@H]1CN(C)S(C)(=O)=O	-11	-8	3	-3.5	1	-3.9	3	-0.2
CC(=O)Nc1ccc(S(=O)(=O)N2CCN(C(=O)c3ncoc3-c3cccc(C)c3)CC2)cc1	-11	-5	0	nt	13	-3.6	2	0.0
COC(=O)C[C@@H]1C[C@@H]2c3cc(NC(=O)NC4CCCCC4)ccc3O[C@@H]2[C@H](CO)O1	-5&-10	4&19	0&0	0.1	4&-2	1.3&0.2	?	-0.1&0.1
CO[C@@H]1CN(C)C(=O)c2cc(NC(=O)C3CCOCC3)ccc2OC[C@@H](C)N(S(=O)(=O)c2ccc(C)cc2)C[C@H]1C	-15	nt	-1	nt	1	0.8	-3	nt
COc1nc(-c2ccccc2)nnc1-c1ccccc1	-39	2	nt	nt	1	1.8	-3	0.1
Cc1ccc(Cl)cc1NC(=O)NCc1cccnc1	-10	30	8	nt	-1	-0.1	17	0.2
C/C=C/c1ccc([C@H]2[C@@H](CO)N(S(C)(=O)=O)[C@@H]2CN(C(C)=O)C(C)C)cc1	-12	3	nt	-0.1	-4	-2.0	-2	0.4
COc1ccc2c3c(n(C)c2c1)[C@@H](CO)N(C(=O)c1ccncc1)CC31CN(C(C)=O)C1	9	8	nt	0.3	2	-1.1	6	0.0
COc1ccc(/C=N\NC(=O)c2ccccc2OC)cc1COc1ccccc1C	-4	23	3	0.1	-1	1.0	-2	0.0
C#CC(=O)N(c1ccc(OC)c(OC)c1)C(C(=O)NC1CCCC1)c1cccs1 (configuration not stated)	-17	37	17	nt	5	-5.9	nt	nt
CCCNC(=O)C[C@@H]1CC[C@@H]2[C@H](COc3ccc(NC(=O)C4CCCC4)cc3C(=O)N2C)O1	-16	15	0	-0.1	0	0.0	1	0.4
CC(C)[C@H](NC(=O)c1ccco1)C(=O)N(C)Cc1c(F)cccc1Cl	-11	2	4	nt	-6	-1.0	-7	-0.1
CCOC(=O)C1CCN(S(=O)(=O)c2c[nH]c(=O)[nH]c2=O)CC1	-4	52	2	0.0	1	1.8	6	0.0
COc1ccc(S(=O)(=O)Nc2ccc3c(c2)C(=O)N([C@@H](C)CO)C[C@H](C)[C@H](CN(C)C(=O)Nc2ccccc2)O3)cc1	-5	-5	0	0.0	0	0.8	-2	-0.1
CC(=O)N1CCN(CCS(=O)(=O)c2ccc(Br)cc2)CC1	-5	nt	-13	0.1	1	-1.8	-8	-1.0
Cn1c(=O)c2c(nc(CN3CCN(C(=O)c4ccco4)CC3)n2CC(=O)C(C)(C)C)n(C)c1=O	11	9	-5	nt	2	-0.4	0	0.1
CCOc1ncccc1C(=O)Nc1ccc(Cl)c(S(=O)(=O)N2CCCC2)c1	-16	-11	-10	?	16	2.0	-5	0.2
O=C(c1ccc(S(=O)(=O)Nc2ccccc2Cl)cc1)N1CCCC1	-4	-1	-7	nt	-3	-0.8	8	-0.1
CO[C@@H]1CN(C)C(=O)c2ccc(NC(=O)NC(C)C)cc2OC[C@H](C)N(Cc2ccccn2)C[C@H]1C	-4	4	2	-0.3	-4	1.3	nt	-0.3
Cn1cnc([N+](=O)[O-])c1SCCO	-11	9	5	0.0	-1	0.6	-5	0.4
Cc1cc(NC(=O)c2ccc(Cl)c(S(=O)(=O)N3CCOCC3)c2)no1	-5	3	5	nt	2	1.0	0	0.0
Cc1ccccc1NC(=O)CCN1CCCC1	-3	3	nt	2.8	0	-1.7	5	0.0
CCn1cc(C2N3CC4(C)CN2CC(C)(C3)C4=O)c2ccccc21 (configuration not stated)	-2	6	9	0.5	2	-2.6	9	-0.1
COc1ccc(/C=C/C(=O)NC(CCSC)C(=O)O)cc1 (configuration not stated)	-11	8	nt	nt	-2	-1.5	0	0.0

One compound at a time, from the list above.
Record of `CC(=O)N1CCN(CCS(=O)(=O)c2ccc(Br)cc2)CC1` → RAD52 anneal inh: -5; INS-1E GSIS act: nt; RAD54 inh: -13; E-selectin induc: 0.1; CASP6 VEID inh: 1; F508del corr: -1.8; DENV2 CPE: -8; XiGFP reactiv: -1.0
Record of `CCOc1ncccc1C(=O)Nc1ccc(Cl)c(S(=O)(=O)N2CCCC2)c1` → RAD52 anneal inh: -16; INS-1E GSIS act: -11; RAD54 inh: -10; E-selectin induc: ?; CASP6 VEID inh: 16; F508del corr: 2.0; DENV2 CPE: -5; XiGFP reactiv: 0.2

Continued.
compound	RAD52 anneal inh	INS-1E GSIS act	RAD54 inh	E-selectin induc	CASP6 VEID inh	F508del corr	DENV2 CPE	XiGFP reactiv
CCC(C)/C(C)=N/NC(=O)c1ccc(COc2ccc(Cl)c(C)c2)cc1 (configuration not stated)	-22	13	nt	nt	1	-4.9	3	0.1
CC1CCN(C(=O)COC(=O)CNC(=O)c2ccccc2F)CC1	0	1	1	nt	0	1.3	69*	-0.1
Cc1ccccc1C(=O)NC(=S)NC1CCS(=O)(=O)C1 (configuration not stated)	-12	23	1	2.2	0	-2.7	-3	0.0
NC(=O)c1ccc(NC(=O)c2ccc(COc3ccc(F)cc3)o2)cc1	-8	7	-1	-1.0	-1	1.5	4	0.1
COc1ccccc1NC(=S)N(Cc1ccc(C)cc1)Cc1ccccn1	-18	-12	-1	0.0	4	2.2	11	-0.1
O=C(CCC(=O)Nc1ccc(Br)cc1)N/N=C/c1ccc(O)cc1	-5	-16	1	0.8	0	1.0	-5	-0.1
CN(C)C(=O)[C@@H]1N[C@@H]2c3ccc(-c4ccc(F)cc4)c(=O)n3C[C@@H]2[C@H]1CO	-8	-10	5	-0.1	nt	nt	-7	0.0
CCCc1nnc(NC(=O)CCC(=O)NC2CCCC2)s1	-8	2	3	nt	-1	0.2	-2	0.0
Cc1c(CCOC(=O)c2ccc([N+](=O)[O-])cc2)sc[n+]1CC(=O)c1ccccc1	19	41	nt	nt	-8	0.5	1	0.0
CC1CCCC(C)N1C(=O)COC(=O)c1n[nH]c(=O)c2ccccc12 (configuration not stated)	3	26	2	3.8	7	-0.4	-4	0.2
O=C(CSc1nnc2c(n1)[nH]c1ccc(S(=O)(=O)N3CCOCC3)cc12)Nc1ccc(F)c(F)c1	12	-26	nt	nt	0	-1.1	7	-0.1
C[C@@H]1CCCCO[C@H](CN(C)C)[C@H](C)CN([C@@H](C)CO)C(=O)c2cc(NC(=O)Nc3ccc(F)cc3)ccc2O1	5	24	11	0.0	-2	-0.4	-10	-0.8
COP(=O)(OC)c1nc(-c2ccc(C)cc2)oc1N1CCCCC1	-16	-25	nt	-0.1	0	-0.7	16	0.1
COc1ccc(-c2cc(C(=O)Nc3cc(S(=O)(=O)N4CCOCC4)ccc3N3CCOCC3)c3ccccc3n2)cc1	-15	-12	nt	nt	1	-4.7	3	-0.1
Cc1cc(NC(=O)c2ccc(F)cc2)no1	3	-5	-9	nt	0	0.5	-1	0.3
C[C@H](CO)N1C[C@H](C)[C@H](CN(C)CC2CC2)Oc2ccc(NC(=O)Nc3ccc4c(c3)OCO4)cc2CC1=O	10	-8	2	-13	1	-2.3	-1	1.2
Cc1ccc(S(=O)(=O)NCC(=O)OCC(=O)N(CCC#N)c2ccccc2)cc1	-11	-24	nt	-0.4	3	-0.3	?	0.0
CCCNC(=O)Nc1ccc2c(c1)OC[C@H](C)N(C(=O)C1CCCCC1)C[C@H](C)[C@@H](OC)CN(C)C2=O	15	-16	nt	0.1	1	2.6	-4	-0.1
